Screens as filed in PubChem BioAssay.
TRHR ag: qHTS for Small Molecule Agonists and Allosteric Enhancers of Human TRH Receptor: Primary Screen for Agonists; activation, % at 2 µM; Thyrotropin-releasing hormone receptor (Homo sapiens), P34981; 360,000 compounds, 0.18% hits; TRHR cells, calcium flux fluo-8, FDSS agonist mode; AID 493084, 2011; in the data active = activation above about 30%; also: 0% is about no effect
Target sequence (P34981 whole entry, looked up): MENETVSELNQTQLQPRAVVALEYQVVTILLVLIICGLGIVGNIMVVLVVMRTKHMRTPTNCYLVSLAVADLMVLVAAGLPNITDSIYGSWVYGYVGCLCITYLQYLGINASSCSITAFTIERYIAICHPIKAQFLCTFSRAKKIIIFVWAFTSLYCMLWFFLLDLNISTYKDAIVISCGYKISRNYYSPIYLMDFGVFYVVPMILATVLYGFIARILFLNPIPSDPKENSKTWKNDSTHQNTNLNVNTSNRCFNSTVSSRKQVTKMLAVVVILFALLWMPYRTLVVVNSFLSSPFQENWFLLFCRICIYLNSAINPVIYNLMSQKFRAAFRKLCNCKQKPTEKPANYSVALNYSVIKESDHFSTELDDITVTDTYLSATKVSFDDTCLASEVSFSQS
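TRHR-expressing cells, plated overnight in medium with 10% serum, were loaded with fluo-8 calcium dye at room temperature. After a 10 s baseline, library compound was pin-added and calcium release was recorded kinetically (ex 480/em 530) as agonist response.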
ALOX12 inh: Primary qHTS assay for inhibitors of human arachidonate 12S-lipoxygenase (ALOX12): Round 2. purified 12hLO, xylenol orange hydroperoxide absorbance. Potency, µM (doses to about 108 µM), inactives show at the highest dose activity change, negative = inhibition, usual class: inhibitors. AID 1671190, 2021. Polyunsaturated fatty acid lipoxygenase ALOX12 (Homo sapiens), P18054. 580,000 compounds, 1.1% hits; also: potency is read from the fitted curve at half-maximal effect; % is scaled to controls: 0 for no effect and ±100 for the full control effect
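Hydroperoxide product was detected by ferrous iron/xylenol orange as the 573 to 405 nm absorbance ratio. Arachidonic acid at 40 uM (final) was turned over for 30 min at room temperature by 150 nM human 12hLO, pH 7.0 Hepes buffer, after 15 min compound preincubation.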
POLK inh: qHTS for Inhibitors of Polymerase Kappa. DNA polymerase kappa (Homo sapiens), Q9UBT6. purified Pol kappa, fluorescent DNA synthesis assay, 10 min. Potency, µM (titrated, usually from 107 µM), for inactives: top-dose activity, negative = inhibition, most hits filed as inhibitors. 400,000 compounds, 0.53% hits. AID 588579, 2011; also: potency is read from the fitted curve at half-maximal effect; % is scaled to controls: 0 for no effect and ±100 for the full control effect
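Here, compound and 10 nM enzyme are combined for 15 min at room temperature; adding 50 nM substrate (final) starts DNA synthesis, tracked by fluorescence at 0 and 10 min against buffer-only wells.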
APEX1 inh: qHTS Assay for Inhibitors of the Human Apurinic/apyrimidinic Endonuclease 1 (APE1). DNA repair nuclease/redox regulator APEX1 (Homo sapiens), P27695. 350,000 compounds, 0.35% hits. recombinant APE1, TAMRA/BHQ-2 abasic DNA cleavage fluorescence. Potency, µM (top dose mostly 65.8 µM), for inactives: at the highest dose activity change, negative = inhibition, usual class: inhibitors;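 also: potency is read from the fitted curve at half-maximal effect; plate controls were vehicle for no effect and reference inhibitor for full effect; nearly all actives have a fitted effect of over 55% in size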
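Substrate: short duplex with […] THF abasic site, 5'-TAMRA and 3'-BHQ-2, 50 nM final. APE1 at 0.75 nM, preincubated 15 min RT with compound. Fluorescence increase from first to third read measured activity.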
Pol iota inh: qHTS for Inhibitors of Polymerase Iota. Pol iota fluorescent replication assay, 10 min. DNA polymerase iota (Homo sapiens), Q9UNA4. AID 588590, 2011. 390,000 compounds, 1% hits. Potency, µM (doses to about 115 µM), for the others: at the highest dose activity, negative = inhibition, hits mostly inhibitors; also: potency is read from the fitted curve at half-maximal effect
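Fluorescent replication assay read twice, at 0 min and 10 min after adding 50 nM (final) substrate. Enzyme (10 nM) and compounds were first incubated 15 min at room temperature; enzyme-free buffer wells were negative controls.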
Anesthetic bind: qHTS Assay for Identification of Novel General Anesthetics | Ferritin light chain (Equus caballus), P02791 | apoferritin/1-aminoanthracene competitive binding, fluorescence | Potency, µM (highest dose often 77.5 µM), for the others: top-dose activity change, negative = displacement, usual class: inhibitors | 350,000 compounds, 0.074% hits | AID 485281, 2010; also: potency is read from the fitted curve at half-maximal effect; % is scaled to controls: 0 for no effect and ±100 for the full control effect; nearly all actives have a fitted effect of over 20% in size
Target sequence (P02791 2-175 limits assumed): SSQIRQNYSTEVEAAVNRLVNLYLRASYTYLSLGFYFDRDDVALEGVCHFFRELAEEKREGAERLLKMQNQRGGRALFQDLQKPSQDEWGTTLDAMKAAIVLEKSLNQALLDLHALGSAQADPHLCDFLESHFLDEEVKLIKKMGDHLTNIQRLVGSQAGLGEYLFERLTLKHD
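In PBS, apoferritin at 10 uM is loaded with 1-AMA from a 50% saturated solution. After 10 min of compound exposure at ambient temperature, reduced 535 nm fluorescence indicates probe displacement.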
BLM inh: qHTS Assay for Inhibitors of Bloom's syndrome helicase (BLM); RecQ-like DNA helicase BLM (Homo sapiens), P54132; recombinant BLM DNA unwinding, fluorescence dequenching; 350,000 compounds, 0.2% hits; Potency, µM (top dose mostly 56.1 µM), without a hit: at the top dose activity change, negative = inhibition, hits mostly inhibitors;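 also: potency is read from the fitted curve at half-maximal effect; plate controls were vehicle for no effect and no enzyme for full effect; nearly all actives have a fitted effect of over 35% in size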
ERG Ets-DNA blk: qHTS for Small Molecule Inhibitors of the ERG Ets/DNA interaction. Transcriptional regulator ERG (Homo sapiens), P11308. fluorescence polarization, His-ERG Ets domain / labelled DNA. 370,000 compounds, 0.028% hits. Potency, µM (top dose mostly 76.9 µM), inactives show top-dose FP activity, negative = inhibition, hits mostly inhibitors; active = well fitted inhibition curve with a large enough effect in the polarisation, with a control signal flat; inconclusive = small, poorly fitted or top-dose-only effect, or effect the other way, or a change in a side signal; inactive = no such curve, though single readings can be large or run the other way; the % refers to the polarisation;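 also: polarization taken with two DNA probes labelled with fluorescein and Texas red; potency is read from the fitted curve at half-maximal effect; % of control where 0% means no effect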
Target sequence (P11308 whole entry, looked up, the tested form may be a part): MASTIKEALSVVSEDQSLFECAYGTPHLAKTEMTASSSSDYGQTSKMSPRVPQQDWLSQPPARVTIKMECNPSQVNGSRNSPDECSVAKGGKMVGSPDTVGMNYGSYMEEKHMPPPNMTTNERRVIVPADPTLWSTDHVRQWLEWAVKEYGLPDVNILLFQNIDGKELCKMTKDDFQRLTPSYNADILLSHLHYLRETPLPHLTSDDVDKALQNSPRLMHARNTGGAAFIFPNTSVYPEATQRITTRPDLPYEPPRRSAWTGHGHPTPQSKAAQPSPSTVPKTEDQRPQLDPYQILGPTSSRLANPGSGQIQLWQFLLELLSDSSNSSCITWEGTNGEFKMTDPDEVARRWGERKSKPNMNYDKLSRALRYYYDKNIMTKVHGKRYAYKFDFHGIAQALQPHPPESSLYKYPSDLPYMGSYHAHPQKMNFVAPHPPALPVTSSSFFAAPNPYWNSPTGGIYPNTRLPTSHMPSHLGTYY
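His-tagged ERG Ets domain (1 uM in the protein solution; 300mM KCl, 50mM Tris-HCl, 1mM EDTA, 1mM DTT, pH 7.5) received compound, then a probe mix of 5 nM fluorescein-DNA and 100nM Texas-615-DNA. Fluorescence polarization was read for both dyes.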
POLB inh: qHTS Assay for Inhibitors of DNA Polymerase Beta | 340,000 compounds, 1.3% hits | P06746 | Potency, µM (doses to about 114 µM), without a hit: at the highest dose activity change, negative = inhibition, actives largely listed as inhibitors | Pol beta primer extension/strand displacement, fluorescence kinetic; also: potency is read from the fitted curve at half-maximal effect; % is scaled to controls: 0 for no effect and ±100 for the full control effect
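Human Pol beta at 10 nM; strand-displacement substrate 50 nM final. Compound exposure 15 min at room temperature before start, reaction 10 min at room temperature.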
Starred values were filed as active, the others as inactive; ? = inconclusive; / = not tested or not shown; & = joins results of further samples; [ ] = remark or other dose. Unless noted, calls follow the shape of the dose curve; as a rule, active = well fitted curve in the direction sought with a large enough effect; inconclusive = small, poorly fitted or top-dose-only effect, or another doubt; inactive = no such curve, though single readings can be large; an effect the other way counts as inactive or inconclusive. Only part of the results is shown (hit frequency here may not be typical).

SMILES	TRHR ag	ALOX12 inh	POLK inh	APEX1 inh	Pol iota inh	Anesthetic bind	BLM inh	ERG Ets-DNA blk	POLB inh
Cc1oc(-c2ccccc2F)nc1CS(=O)CC(=O)N1CCC2(CC1)OCCO2 (stereo unspecified)	-0.4	-2.8%	-5.5%	2.0%	17.0%	-10.9%	-1.7%	-5.7%	10.7%
O=C(c1cc(S(=O)(=O)N2CCOCC2)ccc1F)N1CCC2(CC1)OCCO2	-0.6	-0.2%	14.5%	1.1%	14.2%	-7.2%	-4.0%	-3.3%	18.2%
O=C1CC(c2ccc(Br)cc2)c2c(c3ccccc3oc2=O)O1 (stereo unspecified)	0.0	-18.9%	3.4%[60.1 µM]	/	?	53.6%[activator]	-5.6%	-2.5%	3.8%
COc1ccc2c(c1)CC1(CN2C)C(=O)NC(=O)N(CCc2ccccc2)C1=O (stereo unspecified)	0.7	39.8µM*	-2.9%	-3.6%	?	?	-10.8%	-5.4%	-15.9%
NS(=O)(=O)c1ccc(N=Nc2c(O)[nH]c(=S)[nH]c2=O)cc1	1.7	39.8µM*	6.1%	-0.4%	27.1%	-5.6%	-6.3%	0.9%	14.3%
C=CCN(CC=C)C(=O)Nc1ccc(OCC)cc1	0.1	4.5%	-10.4%	-2.1%	44.3%[activator]	?	3.0%	2.4%	-8.1%
O=C(COC(=O)Cc1ccccc1)Nc1ccc(F)cc1	-1.2	-2.4%	-4.1%	-5.3%	43.2%[activator]	-11.8%	0.7%	7.4%	-24.8%
COc1ccc(N2C(=O)NC(=O)/C(=C/c3ccc([N+](=O)[O-])s3)C2=O)cc1	2.6	-73.2%	17.8µM*	?	54.2%[activator]	-6.0%	-2.9%	6.7%	?
O=C1CCCN1CC#CCN1CCCC1	1.0	?	3.1%[60.1 µM]	0.5%&1.3%&1.0%&1.3%&12.3%	-5.4%[58.9 µM]	3.1%&-5.4%	-6.3%&0.9%&4.2%	7.4%	5.0%[57.1 µM]
C=CCN=C(SCC(=O)c1ccc(Cl)cc1)c1c(O)n(C)c(=O)n(C)c1=O	-0.3	-6.2%	-26.3%	-2.9%	0.2%	-9.4%	1.4%	6.7%	-19.4%
O=C(CCN1CCOCC1)NCC(=O)Nc1ccc(Br)cc1C(=O)c1ccccc1	0.2	0.0%	-12.0%	12.1%	12.7%	-14.8%	-3.7%	-11.5%	6.0%
COc1cc(/C=N/n2cnnc2)ccc1OC(=O)N(C)C	-0.1	8.6%	-4.0%	-3.2%	8.1%	0.1%	5.3%	/	-0.7%
O=C(CCNC(=O)N1C[C@H]2C[C@@H](C1)c1cccc(=O)n1C2)Nc1ccc(F)cc1	0.1	21.6%	22.0%	-1.2%	39.4%[activator]	-2.2%	-1.7%	-4.4%	-1.1%
Cc1ccc(Cl)cc1-n1c(O)c(C=NCCCN2CCOCC2)c(=O)[nH]c1=O	0.5	-11.9%	-4.2%	-2.3%	?	-8.1%	-5.7%	-3.4%	-0.6%
C=CCOC(=O)C1C(C(=O)O)C2(Cl)C(Cl)=C(Cl)C1(Cl)C2(Cl)Cl (stereo unspecified)	/	12.0%	-11.9%	/	?	/	/	8.6%	/
Cc1cc(C)cc(C(=O)OC2C[C@H]3CC[C@@H](C2)N3C)c1 (stereo partly specified)	/	240.4%[activator]	-7.0%[19.4 µM]	3.6%&-2.9%	/	/	-8.7%	/	/
COC(=O)C1=C(c2ccc(-c3ccccc3)c(F)c2)C[C@@H]2CC[C@H]1N2C(=O)NCCOc1ccc(OC)cc1	0.5	1.3%	-8.1%	-12.0%	12.3%	/	/	7.8%	/
O=C1CN=C(c2cc([N+](=O)[O-])ccc2Cl)c2cc([N+](=O)[O-])ccc2N1	/	129.1%[activator]	-1.9%	/	34.2%[activator]	/	/	-1.5%	/
CC(C)CC(NP(=O)(O)O[C@@H]1O[C@@H](C)[C@H](O)[C@@H](O)[C@H]1O)C(=O)NC(Cc1c[nH]c2ccccc12)C(=O)O (stereo partly specified)	/	-1.0%	7.3%[60.1 µM]	-1.2%	?	/	/	/	-11.3%[57.1 µM]
COc1cc(C2(C#N)CCN(C)CC2)cc(OC)c1OC	/	3.2%	1.5%	/	28.2%	/	/	-12.7%	/
CNC(=O)Oc1ccc(-c2cn3cc(Cl)ccc3n2)cc1	-0.2	-12.2%	-17.2%	-4.8%	?	-7.6%	0.0%	4.4%	-24.3%
N[C@H](CCCP(=O)(O)O)C(=O)O	/	?	-2.5%&-4.7%[19.4 µM]	-0.6%&-2.0%	/	/	-4.7%&-1.3%	/	/
Cc1cccc(N=C2c3cc([N+](=O)[O-])ccc3-c3c2cc([N+](=O)[O-])cc3[N+](=O)[O-])c1	/	-7.7%	-13.7%	/	46.7%[activator]	/	/	8.1%	/
Cc1ccc(-c2nc(CS(=O)CC(=O)N3CCC4(CC3)OCCO4)c(C)o2)cc1 (stereo unspecified)	-0.5	-12.2%	/	-5.6%	/	10.2%	0.2%	/	-8.6%
Cc1nn(Cc2ccccc2)c(C)c1C=C1C(=O)NC(=O)NC1=O	0.0	-16.9%	-8.5%	20.1%	10.2%	-3.1%	-2.4%	-4.5%	47.8%
CSc1ccc(C(=O)C2CCCN(C)C2)cc1 (stereo unspecified)	-0.8	0.1%	3.7%	0.6%	17.3%	-8.1%	-0.8%	1.9%	25.2%
Nc1ccc(S(=O)(=O)N2CC3CC(C2)c2cccc(=O)n2C3)cc1 (stereo unspecified)	0.6	8.5%	5.8%	-0.8%	20.8%	0.3%	-0.8%	5.9%	0.3%
O=C(O[C@@H]1Cc2c(O)cc(O)cc2O[C@@H]1c1cc(O)c(O)c(O)c1)c1cc(O)c(O)c(O)c1	0.6	?	/	0.891µM*	/	1.9%	-4.9%	/	0.447µM*
c1ccc(C2OCCN3CCCCC23)cc1 (stereo unspecified)	-0.4	-21.6%	-4.0%	8.4%	114.4%[activator]	-2.2%	-9.2%	7.3%	28.0%
Nc1ccc2c(c1)Cc1ccccc1-2	1.5	-3.7%	-9.2%	17.5%	4.8%	0.9%	-0.3%	-5.1%	38.6%
C/C(O)=C(/C#N)C(=O)Nc1cc(Br)ccc1Br	/	0.0%	-5.0%[19.4 µM]	3.0%	/	/	3.5%	/	/
C[C@]12N[C@H](Cc3ccccc31)c1ccccc12	/	27.7%&0.4%	?	-1.6%&-0.7%&20.3%	?	/	1.4%	11.5%&-1.8%	-9.9%[57.1 µM]
Cc1ccccc1-n1c(O)c(/C=N/N2CCOCC2)c(=O)[nH]c1=S	1.0	7.8%	-10.2%	-2.8%	7.6%	-5.9%	-1.5%	8.0%	-1.8%
Cc1ccc(N2C(=O)NC(=O)/C(=C\c3ccsc3)C2=O)cc1C	0.4	/	/	0.1%	/	-11.5%	6.7%	/	-12.7%
Cc1c(CCN)ccc2c1[nH]c1ccccc12	5.2	12.7%	-6.0%	-3.3%	3.9%	?	-2.9%	-1.9%	-9.1%
O=c1[nH]c2ccccc2c(=O)n1-c1cccc(Cl)c1	-0.7	0.0%	-19.9%	-3.8%	6.4%	-7.2%	0.8%	-7.2%	30.6%
COCCOc1ccc(C(F)(F)F)cc1NC(=O)CN1C(=O)NC2(CCCc3ccccc32)C1=O (stereo unspecified)	/	1.8%	3.5%	24.9%	37.0%[activator]	/	/	0.3%	/
O=c1[nH]c(=O)n(Cc2ccc(F)cc2)c(O)c1C=NCC1CCCO1 (stereo unspecified)	-0.3	-17.6%	2.3%	2.2%	-1.5%	-15.6%	-1.7%	-2.9%	5.4%
COC(=O)C1=C(c2ccc(F)cc2OCc2ccccc2)C[C@@H]2CC[C@H]1N2C(=O)NCc1ccccc1OC	0.2	0.0%	11.8%	-0.8%	2.2%	/	/	-7.3%	/
CCOc1ccc(N=Cc2c(O)n(-c3ccc(C)c(C)c3)c(=O)[nH]c2=O)cc1	0.4	0.0%	2.9%	20.8%	30.7%[activator]	-6.0%	-1.7%	-0.7%	-17.7%
COCCNC(=O)Cn1cc(/C=C2\C(=O)NC(=O)N(c3ccccc3F)C2=O)c2ccccc21	1.3	0.0%	7.8%	-14.0%	20µM*	-6.6%	5.0%	3.8%	3.0%
CC(=O)OC1C(O)C(C)OC(OC2C(OC(=O)C3CCC4C(C3)OC3(CC(OC(=O)/C=C/c5ccccc5)C(C)CO3)C43CO3)OC(C)C(O)C2OC(C)=O)C1O (stereo unspecified)	/	5.6%	-13.2%	/	17.0%	/	/	-3.3%	/

Reformatted as labelled records: entries from further up
> Cc1ccccc1-n1c(O)c(/C=N/N2CCOCC2)c(=O)[nH]c1=S
  TRHR ag: 1.0
  ALOX12 inh: 7.8%
  POLK inh: -10.2%
  APEX1 inh: -2.8%
  Pol iota inh: 7.6%
  Anesthetic bind: -5.9%
  BLM inh: -1.5%
  ERG Ets-DNA blk: 8.0%
  POLB inh: -1.8%

> COCCOc1ccc(C(F)(F)F)cc1NC(=O)CN1C(=O)NC2(CCCc3ccccc32)C1=O (stereo unspecified)
  TRHR ag: /
  ALOX12 inh: 1.8%
  POLK inh: 3.5%
  APEX1 inh: 24.9%
  Pol iota inh: 37.0%[activator]
  Anesthetic bind: /
  BLM inh: /
  ERG Ets-DNA blk: 0.3%
  POLB inh: /
